# Screening results deposited in PubChem BioAssay by Broad Institute.
# INS-1E rescue: INS-1E beta cell protection from cytokine death. INS-1E cytokine-induced death, ATP luminescence, 48 h; normalised: neutral wells 0, positive control 100. protection from cytokine-induced ATP loss, % at 10 µM. AID 488910. 20,000 tested, 0.1% active;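 active = mean replicate protection from cytokine-induced ATP loss at least 50% and at least 75% of replicates each reaching 50%; inconclusive = meets only one of the two criteria, mean or replicate share; inactive = fails both the mean and replicate share criteria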
#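 Assay system: INS-1E rat cells / Quantity: 8000 cells per well / Medium: RPMI without phenol red, 5% FBS / Probe or stimulus: three-cytokine cocktail (IFN-γ, TNF-α, IL-1β) / Dosing: one compound concentration, pin transfer / Timing: 48 h co-treatment, 10 min post-lysis read / Technique: CellTiter-Glo luminescence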
# T cruzi intra: intracellular Trypanosoma cruzi inhibition | intracellular Trypanosoma cruzi in host cells, plate reader | activity score (inhibition), % at 5.01 µM | 22,000 tested, 4.9% active | AID 651903; in the data active = activity score above about 55%; inconclusive = no clear call, values can overlap the other calls;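 also: parasites and compound incubated about four days before reading; 0% = median of neutral control wells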
# The depositor's hits bear a star; u = inconclusive; x = no result given. An excerpt, so the mix of outcomes need not match the whole.
# Results follow in this order: INS-1E rescue | T cruzi intra
> C[C@H](CO)N1C[C@H](C)[C@H](CN(C)C(=O)Nc2ccc(C(F)(F)F)cc2)Oc2ccc(NS(=O)(=O)c3cccs3)cc2C1=O
    x | 1
> CC(C)NC(=O)N(C)C[C@H]1OCc2cnnn2CCCC(=O)N([C@H](C)CO)C[C@@H]1C
    x | -3
> C[C@@H]1CN([C@H](C)CO)C(=O)c2cccc(NC(=O)CCCCCC(=O)Nc3ccccc3N)c2O[C@@H]1CN(C)S(=O)(=O)c1ccc(Cl)cc1
    1 | u
> CC(C)NC(=O)N(C)C[C@H]1Oc2ccc(NC(=O)C3CC3)cc2CC(=O)N([C@H](C)CO)C[C@H]1C
    1 | -12
> C[C@@H]1CN([C@@H](C)CO)C(=O)c2cc(NC(=O)CCCCCC(=O)Nc3ccccc3N)ccc2O[C@@H]1CN(C)S(=O)(=O)c1cn(C)cn1
    15 | -21
> C[C@@H]1CN([C@H](C)CO)C(=O)c2cc(NC(=O)CCCN(C)C)ccc2O[C@H]1CN(C)C(=O)NC1CCCCC1
    -5 | -10
> Cc1noc(C)c1S(=O)(=O)Nc1cccc2c1O[C@@H](CN(C)Cc1ccccc1)[C@@H](C)CN([C@H](C)CO)C2=O
    0 | -14
> Cc1noc(C)c1NC(=O)Nc1cccc2c1O[C@@H](CN(C)S(=O)(=O)c1cn(C)cn1)[C@H](C)CN([C@@H](C)CO)C2=O
    8 | -3
> C[C@@H]1CN([C@@H](C)CO)C(=O)c2cccc(NC(=O)C3CCCCC3)c2O[C@@H]1CN(C)S(=O)(=O)c1cn(C)cn1
    2 | 6
> C[C@@H]1CN([C@@H](C)CO)C(=O)c2cc(NC(=O)C3CC3)ccc2O[C@@H]1CN(C)Cc1ccc(C(=O)Nc2ccccc2N)cc1
    8 | 22
> COc1ccc(S(=O)(=O)Nc2ccc3c(c2)C(=O)N([C@H](C)CO)C[C@H](C)[C@H](CN(C)C(=O)Nc2ccccc2)OCCCC[C@@H](C)O3)cc1
    6 | -2
> CC(C)NC(=O)N(C)C[C@H]1Oc2c(NC(=O)c3nc4ccccc4s3)cccc2C(=O)N([C@@H](C)CO)C[C@H]1C
    8 | 2
> C[C@@H]1CN([C@H](C)CO)C(=O)c2cc(NC(=O)Nc3ccc(C(F)(F)F)cc3)ccc2O[C@@H]1CN(C)C(=O)Nc1ccc(F)cc1
    -1 | -2
> C[C@@H]1CN([C@H](C)CO)C(=O)c2cccc(NS(=O)(=O)c3ccc(F)cc3)c2O[C@H]1CN(C)C(=O)Nc1cccc2ccccc12
    -1 | 11
> COc1ccc(S(=O)(=O)Nc2cccc3c2O[C@@H](CN(C)C(=O)NC2CCCCC2)[C@@H](C)CN([C@H](C)CO)C3=O)cc1
    0 | -41
> C[C@@H]1CN([C@H](C)CO)C(=O)c2cc(NC(=O)CCC(F)(F)F)ccc2O[C@H]1CN(C)S(=O)(=O)c1ccccc1
    -3 | 9
> C[C@@H]1CN([C@@H](C)CO)C(=O)c2cccc(NC(=O)Nc3ccc(C(F)(F)F)cc3)c2O[C@H]1CN(C)S(=O)(=O)c1ccc(F)cc1
    -7 | 33
> C[C@H]1CN([C@@H](C)CO)C(=O)c2cccc(NC(=O)c3cnccn3)c2O[C@H]1CN(C)CC1CC1
    0 | -15
> COc1ccc(NC(=O)N(C)C[C@@H]2Oc3c(NS(=O)(=O)c4ccc(Cl)cc4)cccc3C(=O)N([C@@H](C)CO)C[C@@H]2C)cc1
    2 | 0
> Cc1noc(C)c1S(=O)(=O)Nc1ccc2c(c1)C(=O)N([C@H](C)CO)C[C@H](C)[C@H](CN(C)Cc1ccncc1)O2
    x | -16
> Cc1noc(C)c1NC(=O)Nc1ccc2c(c1)C(=O)N([C@H](C)CO)C[C@H](C)[C@H](CN(C)S(=O)(=O)c1ccccc1)OCCCC[C@@H](C)O2
    -2 | -9
> C[C@@H]1CN([C@@H](C)CO)C(=O)c2cccc(NC(=O)Nc3ccc(F)cc3)c2O[C@@H]1CN(C)C(=O)Nc1cccc2ccccc12
    -35 | 28
> C[C@@H]1CN([C@H](C)CO)C(=O)Cc2cc(NC(=O)CCN3CCOCC3)ccc2O[C@@H]1CN(C)CC1CC1
    7 | -11
> C[C@@H]1CN([C@@H](C)CO)C(=O)c2cc(NC(=O)Cc3ccccc3)ccc2O[C@H]1CN(C)Cc1ccc(-c2ccccc2)cc1
    -20 | 18
> C[C@@H]1CN([C@@H](C)CO)C(=O)c2cc(NC(=O)Nc3ccccc3)ccc2O[C@H]1CN(C)CC1CCCCC1
    5 | 5
> C[C@H]1CN([C@@H](C)CO)C(=O)c2cccc(NC(=O)C3CCOCC3)c2O[C@H]1CN(C)Cc1ccc(Cl)c(Cl)c1
    3 | -10
> C[C@H](CO)N1C[C@H](C)[C@@H](CN(C)C)Oc2ccc(NC(=O)Cc3cn(C)c4ccccc34)cc2C1=O
    11 | -26
> C[C@H](CO)N1C[C@H](C)[C@H](CN(C)Cc2ccc(-c3ccccc3)cc2)Oc2c(NC(=O)Nc3ccc(C(F)(F)F)cc3)cccc2C1=O
    -61 | 40
> CC(C)NC(=O)Nc1cccc2c1O[C@@H](CN(C)Cc1ccc(C(F)(F)F)cc1)[C@@H](C)CN([C@H](C)CO)C2=O
    -13 | 37
> C[C@@H]1CN([C@H](C)CO)C(=O)Cc2cc(NC(=O)CCN3CCOCC3)ccc2O[C@@H]1CN(C)Cc1ccc(-c2ccccc2)cc1
    -8 | -64
> O=C(N/N=C/c1ccc2ccccc2c1)c1ccccc1O
    -30 | -25
> CNC[C@H]1OCCCC[C@@H](C)Oc2ccc(NC(=O)Nc3ccc(C(F)(F)F)cc3)cc2C(=O)N([C@H](C)CO)C[C@@H]1C
    4 | -24
> Cc1noc(C)c1NC(=O)Nc1ccc2c(c1)CC(=O)N([C@H](C)CO)C[C@@H](C)[C@@H](CN(C)C(=O)Nc1c(C)noc1C)O2
    11 | -20
> C[C@@H]1CCCCO[C@H](CN(C)C(=O)Nc2cccc3ccccc23)[C@@H](C)CN([C@H](C)CO)C(=O)c2cc(NC(=O)Nc3ccc(C(F)(F)F)cc3)ccc2O1
    -4 | 30
> C[C@H](CO)N1C[C@H](C)[C@H](CN(C)Cc2ccc(C(F)(F)F)cc2)Oc2c(NC(=O)c3ccncc3)cccc2C1=O
    -2 | 65*
> Cc1noc(C)c1NC(=O)N(C)C[C@@H]1Oc2ncc(C#Cc3ccc(C(F)(F)F)cc3)cc2C(=O)N([C@H](C)CO)C[C@@H]1C
    1 | 17
> C[C@@H]1CN([C@H](C)CO)C(=O)CCCn2cc(nn2)CO[C@@H]1CN(C)S(=O)(=O)c1cccc(C#N)c1
    0 | -13
> C[C@H](CO)N1C[C@H](C)[C@@H](CN(C)Cc2ccc(-c3ccccc3)cc2)Oc2ccc(NC(=O)Cc3cn(C)c4ccccc34)cc2C1=O
    -22 | 6
> CC(C)NC(=O)Nc1cccc2c1O[C@H](CN(C)Cc1ccc(C(=O)O)cc1)[C@H](C)CN([C@@H](C)CO)C2=O
    0 | -32
> C[C@@H]1CN([C@H](C)CO)C(=O)Cc2cc(NC(=O)C3CCCCC3)ccc2O[C@H]1CN(C)C(=O)Nc1ccc2c(c1)OCO2
    11 | -25
> Cc1noc(C)c1NC(=O)Nc1ccc2c(c1)C(=O)N([C@H](C)CO)C[C@H](C)[C@@H](CN(C)S(=O)(=O)c1cn(C)cn1)O2
    13 | -7
> COc1ccc(S(=O)(=O)Nc2cccc3c2O[C@H](CN(C)Cc2ccc(Cl)c(Cl)c2)[C@@H](C)CN([C@@H](C)CO)C3=O)cc1
    -8 | 47
> COc1ccc(NC(=O)N(C)C[C@H]2OCCCC[C@@H](C)Oc3ccc(NS(=O)(=O)c4ccccc4)cc3C(=O)N([C@H](C)CO)C[C@@H]2C)cc1
    4 | 1
> C[C@H](CO)N1C[C@H](C)[C@H](CN(C)Cc2ccc(-c3ccccc3)cc2)Oc2ccc(NC(=O)Nc3ccccc3)cc2CC1=O
    -16 | u
> Cc1ccc(S(=O)(=O)Nc2ccc3c(c2)C(=O)N([C@H](C)CO)C[C@H](C)[C@@H](CN(C)S(=O)(=O)c2cn(C)cn2)OCCCC[C@@H](C)O3)cc1
    4 | 16
> C[C@H](CO)N1C[C@H](C)[C@@H](CN(C)C(=O)Nc2ccccc2)Oc2c(NS(=O)(=O)c3cccs3)cccc2C1=O
    12 | -3
> CC(C)NC(=O)N(C)C[C@H]1Oc2ccc(NC(=O)Nc3ccc4c(c3)OCO4)cc2CC(=O)N([C@H](C)CO)C[C@H]1C
    1 | -17
> COc1ccc(S(=O)(=O)N(C)C[C@H]2Oc3ccc(NS(=O)(=O)c4ccc(F)cc4)cc3C(=O)N([C@@H](C)CO)C[C@H]2C)cc1
    3 | -5
> C[C@H](CO)N1C[C@H](C)[C@H](CN(C)Cc2ccc(Oc3ccccc3)cc2)Oc2c(NS(C)(=O)=O)cccc2C1=O
    -13 | 14
> C[C@H](CO)N1C[C@H](C)[C@H](CN(C)Cc2ccc3c(c2)OCO3)Oc2ccc(NS(=O)(=O)c3ccccc3)cc2C1=O
    -9 | 10
> CNC[C@H]1Oc2c(NC(=O)Nc3ccccc3)cccc2C(=O)N([C@H](C)CO)C[C@@H]1C
    -1 | 8
> CC(C)NC(=O)Nc1ccc2c(c1)C(=O)N([C@H](C)CO)C[C@H](C)[C@H](CN(C)Cc1ccccc1)O2
    x | -3
> C[C@H](CO)N1C[C@H](C)[C@H](CN(C)S(=O)(=O)c2ccccc2)Oc2ccc(NS(=O)(=O)c3ccccc3)cc2C1=O
    -5 | 22
> COc1ccc(NC(=O)Nc2ccc3c(c2)CC(=O)N([C@H](C)CO)C[C@H](C)[C@H](CN(C)C(=O)NC(C)C)O3)cc1
    13 | -27
> C[C@H](CO)N1C[C@H](C)[C@H](CN(C)S(C)(=O)=O)Oc2ncc(-c3ccc(F)cc3)cc2C1=O
    x | 11
> CC(C)NC(=O)N(C)C[C@@H]1Oc2ccc(NS(=O)(=O)c3cn(C)cn3)cc2C(=O)N([C@H](C)CO)C[C@@H]1C
    x | 4
> COc1ccc(S(=O)(=O)Nc2ccc3c(c2)C(=O)N([C@@H](C)CO)C[C@@H](C)[C@H](CN(C)S(C)(=O)=O)O3)cc1
    2 | -9
> C[C@H]1CN([C@@H](C)CO)C(=O)c2cc(NC(=O)Nc3cccc4ccccc34)ccc2O[C@H]1CN(C)S(=O)(=O)c1ccc(Cl)cc1
    3 | 7
> C[C@@H]1CCCCO[C@@H](CN(C)Cc2ccc(C(=O)O)cc2)[C@@H](C)CN([C@H](C)CO)C(=O)c2cc(NS(=O)(=O)c3ccccc3)ccc2O1
    1 | -3
> C[C@H](CO)N1C[C@H](C)[C@@H](CN(C)S(=O)(=O)c2ccc(F)cc2)Oc2c(NC(=O)c3cnccn3)cccc2C1=O
    3 | 33

# Full records, quoted from the list. Order of screens: INS-1E rescue, T cruzi intra
# CC(C)NC(=O)N(C)C[C@@H]1Oc2ccc(NS(=O)(=O)c3cn(C)cn3)cc2C(=O)N([C@H](C)CO)C[C@@H]1C is entered as x, 4
# C[C@H](CO)N1C[C@H](C)[C@H](CN(C)Cc2ccc(Oc3ccccc3)cc2)Oc2c(NS(C)(=O)=O)cccc2C1=O is entered as -13, 14
# COc1ccc(S(=O)(=O)Nc2ccc3c(c2)C(=O)N([C@@H](C)CO)C[C@@H](C)[C@H](CN(C)S(C)(=O)=O)O3)cc1 is entered as 2, -9

# Later entries.
# Results follow in this order: INS-1E rescue | T cruzi intra
> C[C@@H]1CN([C@H](C)CO)C(=O)c2cc(NC(=O)CCC(F)(F)F)ccc2O[C@@H]1CN(C)Cc1ccc(C(=O)O)cc1
    11 | -8
> C[C@H](CO)N1C[C@H](C)[C@H](CN(C)Cc2ccc(C(=O)O)cc2)Oc2c(NS(=O)(=O)c3cccs3)cccc2C1=O
    9 | -20
> COc1ccc(S(=O)(=O)Nc2ccc3c(c2)C(=O)N([C@@H](C)CO)C[C@H](C)[C@H](CN(C)Cc2ccc(-c4ccccc4)cc2)O3)cc1
    x | -15
> C[C@H](CO)N1C[C@H](C)[C@H](CN(C)S(=O)(=O)c2ccc(Cl)cc2)Oc2ccc(NC(=O)Nc3ccc(C(F)(F)F)cc3)cc2C1=O
    x | 20
> COc1ccc(NC(=O)N(C)C[C@H]2OCCCC[C@@H](C)Oc3ccc(NS(=O)(=O)c4c(C)noc4C)cc3C(=O)N([C@H](C)CO)C[C@@H]2C)cc1
    -11 | -5
> C[C@H](CO)N1C[C@H](C)[C@H](CN(C)Cc2ccccc2)Oc2ccc(NC(=O)c3ccncc3)cc2CC1=O
    -14 | -5
> Cc1noc(C)c1S(=O)(=O)N(C)C[C@@H]1Oc2ccc(NS(=O)(=O)c3cn(C)cn3)cc2CC(=O)N([C@H](C)CO)C[C@H]1C
    -3 | -23
> COc1ccc(S(=O)(=O)Nc2ccc3c(c2)CC(=O)N([C@H](C)CO)C[C@@H](C)[C@H](CN(C)C(=O)Nc2ccccc2)O3)cc1
    8 | -16
> C[C@@H]1CN([C@@H](C)CO)C(=O)CCCn2nncc2CO[C@@H]1CN(C)Cc1ccncc1
    x | -20
> C[C@@H]1CN([C@H](C)CO)C(=O)CCCn2nncc2CO[C@H]1CN(C)Cc1ccc2cccnc2c1
    x | -24
> C[C@H](CO)N1C[C@H](C)[C@H](CN(C)C)Oc2ccc(NC(=O)Nc3ccccc3)cc2CC1=O
    6 | -43
> C[C@H](CO)N1C[C@H](C)[C@@H](CN(C)S(=O)(=O)c2cccs2)Oc2ccc(NC(=O)c3ccncc3)cc2C1=O
    1 | -17
> C[C@@H]1CCCCO[C@H](CN(C)C(=O)NC2CCCCC2)[C@@H](C)CN([C@H](C)CO)C(=O)c2cc(NC(=O)Nc3ccc(F)cc3)ccc2O1
    -3 | 0
